PPARg SRC1 recr: agonists of human PPARgamma SRC-1 coactivator recruitment. AID 631. activation, % at 8 µM. PPARgamma-SRC-1 coactivator recruitment biochemical assay. actives 0.41% (n = 200,000); in the data active means activation above about 19%;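 further: 0% = DMSO and 100% = reference agonist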
RAM network inh: blocks the yeast RAM network; S. cerevisiae dse1pr::URA3 reporter, 5-FOA growth OD615, 2 d; analog-sensitive cbk1-as2 kinase mutant strain; inhibition, % at 50 µM; actives 1.8% (n = 190,000); AID 868;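 active means inhibition above a set limit, 3 SD over mean compound inhibition, cut at about 8.4% in these data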;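 further: 0% = DMSO-only wells with no growth and 100% = 10 µM 1-NA-PP1 full growth; inhibition rescues growth on 5-FOA so higher OD means more RAM inhibition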
HMGR II inh: blocks class II HMG-CoA reductase of Enterococcus faecalis; actives 0.41% (n = 190,000); purified E. faecalis HMGR, NADPH absorbance 340 nm kinetic; AID 1066; inhibition, % at 10 µM;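 active means inhibition above a set limit, the median over all tested compounds plus 3 SD, cut at about 9.5% in these data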;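 further: enzyme runs in reverse so mevalonate oxidation gives rising NADPH absorbance; 0% = complete reaction with DMSO and 100% = background rate lacking mevalonate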
PPARg SRC2 recr: PPARgamma-driven SRC-2 recruitment agonism; P37231; PPARgamma LBD-SRC-2 recruitment, biochemical; activation, % at 8 µM; actives 0.34% (n = 200,000); in the data active means activation above about 22%;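 further: 0% = vehicle and 100% = reference agonist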
L major viab: Leishmania major promastigote growth inhibition; Leishmania major promastigotes, resazurin fluorescence viability; inhibition, % at 10 µM; actives 9% (n = 200,000); in the data active means inhibition above about 50%;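 further: promastigotes grown with compound for 44 hours at 28 °C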
bIAP inhibitor: blocks bovine intestinal alkaline phosphatase activity; purified bovine IAP, CDP-star luminescence, 30 min; inhibition, % at 20 µM; 190,000 tested, under 10 active; AID 1019;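 active means over 50% inhibition of intestinal alkaline phosphatase at 20 µM in the single-dose screen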
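System: purified bovine intestinal alkaline phosphatase (IAP) enzyme; Input: IAP diluted 1/65,000,000 in the well; Measured by: CDP-star luminescence signal; Compound dosing: 20 µM single dose; Incubation: 30 min reaction at room temperature.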
PPARg SRC3 recr: promotes SRC-3 coactivator recruitment by human PPARgamma; P37231; biochemical PPARgamma/SRC-3 coactivator recruitment assay; activation, % at 8 µM; actives 0.26% (n = 200,000); AID 731; in the data active means activation above about 23%;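 further: 0% = DMSO and 100% = reference agonist; some compounds past the cut are filed as inactive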
S1P3 antag: S1P3 (human) receptor antagonism; AID 485; inhibition, % at 4.98 µM; actives 0.27% (n = 170,000); Q99500; CHO S1P3 NFAT-BLA reporter, FRET fluorescence, antagonist mode;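 active means inhibition above the plate cutoff, the mean inhibition of test wells on that plate plus 3 SD, cut at about 28% in these data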;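 further: cells challenged with S1P at its EC80 of 0.8 µM; blue over green emission ratio from cleaved BLA substrate after 4 h stimulation; 0% = S1P-stimulated wells and 100% = unstimulated DMSO-only wells; some compounds past the cut are filed as inactive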
Target sequence (Q99500 whole entry, looked up): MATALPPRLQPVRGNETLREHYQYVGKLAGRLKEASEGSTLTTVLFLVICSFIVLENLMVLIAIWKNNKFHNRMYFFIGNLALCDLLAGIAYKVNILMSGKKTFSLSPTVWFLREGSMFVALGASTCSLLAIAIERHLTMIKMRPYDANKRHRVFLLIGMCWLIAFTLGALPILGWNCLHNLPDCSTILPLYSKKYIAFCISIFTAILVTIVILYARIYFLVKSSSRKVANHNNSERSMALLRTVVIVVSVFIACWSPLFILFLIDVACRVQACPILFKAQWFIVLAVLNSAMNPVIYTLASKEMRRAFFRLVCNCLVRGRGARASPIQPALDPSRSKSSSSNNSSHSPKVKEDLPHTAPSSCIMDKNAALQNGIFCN
Redox H2O2 prof: compounds producing H2O2 with reducing agent – biochemical, NIH compound library profiling, artefact control for MLSCN library redox annotation, primary screen; actives 0.03% (n = 200,000); activation, % at 10 µM; AID 878; DTT-dependent redox cycling H2O2, phenol red/HRP absorbance; 100% = 100 µM peroxide control, 0% = buffer;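 active means activation of at least 50% relative to the plate's high and low controls in the primary single-dose screen; inactive means activation below 50%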;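 further: compound incubated with DTT at 0.8 mM final as the reducing agent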
SRC2 TRFRET art: counter-screen for PPARgamma SRC-2 recruitment agonists: TR-FRET artefact; stronger effect = higher value; TR-FRET ratio at 8 µM; actives 0.4% (n = 200,000); AID 1049; in the data active means TR-FRET ratio above about 2000; further: inactives centre near 1500; reference of the scale not given here
ROMK mod: modulators of human ROMK potassium channel; actives 2% (n = 130,000); B-score at 10 µM; P48048; AID 1918; Tet-inducible ROMK, thallium flux fluorescence; actives lie on both sides;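 active means signal ratio slope over the read window, or its plate-corrected B-score, at least 3 SD from the plate mean, either direction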;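 further: B-score of the F/F0 ratio slope over 7 to 12 s after thallium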
Target sequence (P48048 whole entry, looked up): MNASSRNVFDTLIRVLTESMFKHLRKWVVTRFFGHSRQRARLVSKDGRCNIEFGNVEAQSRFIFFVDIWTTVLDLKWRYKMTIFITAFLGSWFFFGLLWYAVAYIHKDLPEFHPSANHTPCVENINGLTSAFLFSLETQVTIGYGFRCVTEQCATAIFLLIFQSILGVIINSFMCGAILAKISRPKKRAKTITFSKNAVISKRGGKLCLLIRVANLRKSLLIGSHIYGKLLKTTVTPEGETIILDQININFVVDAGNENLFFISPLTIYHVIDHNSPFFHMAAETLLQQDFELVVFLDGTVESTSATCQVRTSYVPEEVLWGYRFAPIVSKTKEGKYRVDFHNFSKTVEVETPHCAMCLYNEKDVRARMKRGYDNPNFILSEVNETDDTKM
The depositor's hits bear a star; · = not tested or not shown.

Preview:
nr | SMILES | PPARg SRC1 recr | RAM network inh | HMGR II inh | PPARg SRC2 recr | L major viab | bIAP inhibitor | PPARg SRC3 recr | S1P3 antag | Redox H2O2 prof | SRC2 TRFRET art | ROMK mod
1 | COc1cc(/C=N/NC(=O)C23CC4CC(CC(C4)C2)C3)cc(Br)c1O | 2 | 0.8 | -4 | 6 | -4 | -3 | 4 | 8 | -0.4 | 1591 | -0.66
2 | O=S(=O)(Nc1nccs1)c1cnc(Cl)c(Br)c1 | 7 | 1.4 | -2 | 9 | -2 | 2 | 4 | -7 | -0.4 | 1649 | 0.9
3 | O=C(NNC(=O)c1ccc(NC(=O)c2ccccc2)cc1)c1ccccc1 | 1 | 3.6 | 0 | -1 | -3 | 4 | -1 | -12 | 0.3 | 1333 | ·
4 | COc1ccc(C(=O)Nc2cc([N+](=O)[O-])ccc2N2CCN(C)CC2)cc1 | 1 | 0.9 | -5 | 5 | -2 | 6 | 4 | · | -4.0 | 1539 | -0.78

The whole of this part, from the first entry:
nr | SMILES | PPARg SRC1 recr | RAM network inh | HMGR II inh | PPARg SRC2 recr | L major viab | bIAP inhibitor | PPARg SRC3 recr | S1P3 antag | Redox H2O2 prof | SRC2 TRFRET art | ROMK mod
1 | COc1cc(/C=N/NC(=O)C23CC4CC(CC(C4)C2)C3)cc(Br)c1O | 2 | 0.8 | -4 | 6 | -4 | -3 | 4 | 8 | -0.4 | 1591 | -0.66
2 | O=S(=O)(Nc1nccs1)c1cnc(Cl)c(Br)c1 | 7 | 1.4 | -2 | 9 | -2 | 2 | 4 | -7 | -0.4 | 1649 | 0.9
3 | O=C(NNC(=O)c1ccc(NC(=O)c2ccccc2)cc1)c1ccccc1 | 1 | 3.6 | 0 | -1 | -3 | 4 | -1 | -12 | 0.3 | 1333 | ·
4 | COc1ccc(C(=O)Nc2cc([N+](=O)[O-])ccc2N2CCN(C)CC2)cc1 | 1 | 0.9 | -5 | 5 | -2 | 6 | 4 | · | -4.0 | 1539 | -0.78
5 | O=C(NCCCN1CCCC1)c1ccc(CSCc2cccc(Cl)c2)o1 | -4 | 1.2 | 0 | 10 | 99* | -6 | 1 | · | 0.2 | 1630 | -2.2
6 | O=C(CSc1nnc(-c2cccnc2)n1Cc1ccco1)c1ccc(Cl)cc1 | 0 | 1.0 | 0 | 7 | -9 | 7 | 8 | 0 | -0.5 | 1442 | ·
7 | CCOC(=O)NC(=O)/C(C#N)=N/Nc1c(F)cccc1F | -3 | 0.7 | 0 | 3 | -6 | 8 | 6 | · | -0.3 | 1437 | -0.37
8 | Cc1ccc(S(=O)(=O)N/N=C/c2cnn(C)c2C)cc1 | -2 | 0.1 | -1 | 15 | 1 | 6 | 9 | · | -0.2 | 1598 | 0.36
9 | COc1ccc(CCNC(=O)c2nn(C)cc2Cl)cc1 | 0 | 3.4 | -3 | 19 | -2 | 10 | 14 | -10 | 0.8 | 1736 | 0.042
10 | COc1ccc(S(=O)(=O)N(C)CC(=O)Nc2ccc3c(c2)OCO3)cc1OC | 4 | 1.2 | -7 | 5 | -4 | 0 | -8 | -14 | -1.1 | 1746 | ·
11 | O=[N+]([O-])c1cn(Cc2ccc(Cl)cc2)cn1 | -6 | 1.9 | 0 | -4 | 64* | 11 | 3 | · | -3.8 | 1404 | -0.61
12 | O=C(NCCN1CCCCC1)/C(=N\O)c1ccccc1 | 16 | 0.8 | -1 | 6 | 0 | 5 | 6 | · | -0.1 | 1439 | -0.046
13 | CCCCCCc1ccc(OCC(=O)O)cc1OCC(=O)O | 16 | 0.9 | 0 | 3 | -4 | 2 | 17 | 1 | -0.7 | 1586 | ·
14 | FC(F)(F)c1cccc(N2CCN(C(=S)NC3CCCCC3)CC2)c1 | -2 | 3.1 | -3 | -1 | 97* | 11 | 2 | 1 | 0.5 | 1559 | 0.17
15 | COc1cccc(-c2c[nH]c(=O)[nH]c2=O)c1 | 3 | 1.4 | 4 | 2 | -8 | 11 | 2 | -13 | 0.1 | 1626 | ·
16 | Cc1cc(NS(=O)(=O)c2ccc(CC(C)C)cc2)no1 | -4 | 0.4 | 0 | 7 | -4 | 10 | 11 | · | 0.1 | 1539 | ·
17 | O=C1N=C(N2CCCCC2)SC1=C1CCCC1 | 4 | -0.7 | 0 | 2 | 0 | 4 | -5 | -26 | 2.1 | 1556 | -1.1
18 | CCC(NS(=O)(=O)c1cn(C)nc1C)c1ccccc1 (stereo not drawn) | -1 | 0.2 | 0 | -1 | -2 | -1 | 0 | -8 | -0.2 | 1702 | 0.14
19 | O=C(CSc1nc2ccccc2o1)N1c2ccccc2Sc2ccccc21 | 1 | 3.0 | -4 | -10 | 82* | 0 | -3 | 1 | 1.4 | 1424 | -0.31
20 | COc1cc(NS(=O)(=O)c2ccc(F)cc2)c(C(=O)O)cc1OC | 4 | -0.5 | 0 | 5 | -2 | 2 | 19 | 7 | -4.4 | 1551 | -0.18

Additional results.
nr | SMILES | PPARg SRC1 recr | RAM network inh | HMGR II inh | PPARg SRC2 recr | L major viab | bIAP inhibitor | PPARg SRC3 recr | S1P3 antag | Redox H2O2 prof | SRC2 TRFRET art | ROMK mod
21 | CC(=O)Nc1ccc(NC(=O)CN(c2ccc([N+](=O)[O-])cc2)S(=O)(=O)c2ccccc2)cc1 | 7 | 1.4 | 0 | -4 | 10 | 14 | 2 | 15 | -0.1 | 1386 | 0.23
22 | CCOC(=O)c1c(-c2ccccc2)oc2ccc(OC)cc12 | 8 | 4.2 | 2 | 4 | 1 | 12 | -2 | · | -1.8 | 1614 | ·
23 | Cc1c(CCC(=O)O)c(=O)n2c([nH]c3ccccc32)c1C#N | -2 | 1.7 | -5 | 7 | -6 | 13 | 5 | · | -0.2 | 1621 | -0.29
24 | CCCCCOc1ccc(N2C(=O)C3C4C=CC(C3C2=O)N(C)C4=O)cc1 (stereo not drawn) | -9 | 0.7 | 0 | -5 | -6 | 11 | -7 | · | 3.0 | 1322 | 0.28
25 | Cc1cccc(C)c1NC(=O)CCCSc1nnc(-c2ccc(Cl)cc2)n1-c1ccccc1 | -2 | 4.6 | -6 | -5 | 56* | 9 | -4 | -10 | -0.4 | 1404 | ·
26 | CCc1nc2ccccc2n1Cc1ccccc1F | -5 | 0.6 | -6 | -5 | 13 | 17 | -1 | -23 | -2.0 | 1531 | -0.47
27 | COc1ccc(CCNC(=O)c2sc3ccccc3c2Cl)cc1OC | 8 | 1.4 | -3 | 9 | 13 | 9 | -2 | 6 | 0.5 | 1573 | ·
28 | CCOC(=O)c1cc2c(=O)n3cccc(C)c3nc2n(CCCOC)c1=NC(=O)c1cccnc1 | 3 | 1.7 | -4 | 3 | 43 | 9 | -6 | · | -2.6 | 1709 | 1.3
29 | CC(C)c1ccc(S(=O)(=O)c2n[nH]n3c2nc(=O)c2ccccc23)cc1 | 1 | 1.0 | -8 | 11 | -7 | -4 | -5 | · | 0.9 | 1509 | -1.4
30 | NC(=O)c1ccsc1NC(=O)c1ccc(S(=O)(=O)N2CCCC2)cc1 | -2 | 8.3 | -3 | 7 | 56* | 3 | 7 | -1 | -0.7 | 1720 | -0.017
31 | Cc1cc(Br)cc(C)c1NC(=O)c1ccc(C#N)cc1F | 0 | 3.5 | -1 | -1 | 5 | -11 | 2 | -9 | 0.3 | 1468 | -0.55
32 | COc1cccc(Nc2nnc(SCC(=O)Nc3sccc3C(N)=O)s2)c1 | 7 | 3.5 | 3 | 7 | 65* | -8 | 6 | -17 | -2.0 | 1537 | -0.4
33 | Cc1ccc(S(=O)(=O)N2CCOCC2)cc1NC(=O)CSc1nccn1C | 1 | 0.6 | -4 | 4 | -3 | 44 | -1 | 5 | 0.5 | 1411 | ·
34 | Cc1ccc(S(=O)(=O)Cc2c(C)noc2C)cc1 | 1 | 0.8 | 0 | 2 | -2 | 6 | -11 | · | 0.0 | 1505 | -0.86
35 | O=C(OCC(=O)N1CCN(C(=O)c2ccco2)CC1)c1sc2cc(F)ccc2c1Cl | 4 | 5.0 | 2 | 9 | -9 | 0 | -4 | 2 | 2.2 | 1592 | ·
36 | Cc1cc(OCC(=O)Nc2nnc(C3CC3)s2)ccc1[N+](=O)[O-] | 3 | 4.4 | -3 | 1 | 3 | 9 | 2 | -4 | -0.1 | 1568 | -0.37
37 | CN1N=C(C(=O)N2CCN(c3ccc([N+](=O)[O-])cc3)CC2)CCC1=O | 4 | 1.8 | 1 | 2 | 42 | 16 | 1 | -8 | · | 1693 | ·
38 | Cc1cccc(-c2cc3nc(-c4ccccc4)cc(N4CCC5(CC4)OCCO5)n3n2)c1 | -1 | 6.9 | -1 | 11 | 47 | 2 | 19 | · | 0.0 | 1675 | -1.2
39 | CC(C)(C)c1ccc(C(=O)NCC(=O)OCC(=O)c2ccc3c(c2)-c2ccccc2C3)cc1 | 1 | 0.8 | -8 | 7 | -6 | 11 | 2 | -3 | -0.7 | 2064* | -0.66
40 | Cc1nnc(Sc2c(N)n(C)c(=O)n(C)c2=O)s1 | 4 | 1.0 | -3 | 7 | -2 | 5 | -4 | · | 0.5 | 1669 | 0.44

(more compounds)
nr | SMILES | PPARg SRC1 recr | RAM network inh | HMGR II inh | PPARg SRC2 recr | L major viab | bIAP inhibitor | PPARg SRC3 recr | S1P3 antag | Redox H2O2 prof | SRC2 TRFRET art | ROMK mod
41 | O=C(O)CSCc1nc2ccccc2s1 | -8 | 0.0 | 0 | -5 | -4 | -2 | -6 | -27 | -0.9 | 1532 | ·
42 | O=c1c2ccccc2sn1-c1ccc(S(=O)(=O)N2CCCCC2)cc1 | -2 | · | · | 7 | 4 | · | 3 | -9 | 3.2 | 1374 | ·
43 | CCOc1ccc(CNc2ncnc(N)n2)cc1 | -2 | 1.8 | -3 | -8 | -8 | -1 | -2 | · | 0.2 | 1387 | 0.65
44 | O=C(NC1CCCc2ccccc21)C1CCC(CNc2c(N3CCOCC3)c(=O)c2=O)CC1 (stereo not drawn) | 4 | 4.7 | 3 | 6 | -4 | -7 | 3 | 1 | -2.0 | 1664 | ·
45 | O=C(CNC(=O)C1COc2ccccc2O1)N/N=C/c1ccc(O)cc1O (stereo not drawn) | 9 | 2.1 | -10 | 8 | 98* | -11 | 2 | 6 | -0.5 | 1498 | -0.015
46 | CCCOC(=O)c1ccc(OCC(O)CN2CCN(C(=O)c3ccccc3)CC2)cc1 (stereo not drawn) | 2 | 1.3 | -3 | 4 | -4 | -10 | 2 | -6 | 3.0 | 1507 | ·
47 | CCN(Cc1ccncc1)Cc1cn[nH]c1-c1ccc(OC)cc1F | 2 | 0.7 | -2 | 7 | 27 | -33 | 3 | -15 | 0.4 | 1669 | -0.22
48 | COc1ccc([C@@H]2[C@H]3CN(C(C)=O)CC=C3C(C#N)=C(N)C2(C#N)C#N)c2ccccc12 | 3 | 0.6 | 6 | 4 | -5 | 11 | 0 | -11 | -2.0 | 1639 | ·
49 | COc1ccc(C)cc1S(=O)(=O)N(C)CC(=O)Nc1ccccc1 | 5 | 0.7 | 3 | 14 | -2 | 0 | 12 | -12 | -1.5 | 1590 | ·
50 | Cc1csc(NC(=O)CSc2nnc(Cc3cccn3C)n2CCc2ccccc2)n1 | 2 | 2.4 | 4 | -1 | 51* | -2 | 1 | -16 | -2.8 | 1543 | ·

Compound activity (PubChem BioAssay)
